High-throughput results (PubChem BioAssay)
PfHsp40 rescue – rescue of PfHsp40-mediated yeast toxicity. S. cerevisiae expressing PfHsp40, growth rescue, ATP luminescence. growth rescue, % at 12.5 µM. hit rate 0.68% among 340,000. AID 504582; in the data active = growth rescue above about 28%, passing the limit was not always enough; inconclusive = no clear call, values can overlap the other calls;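 note: yeast W303a lacking pdr1 and pdr3 grown in galactose medium; growth measured after three days at 30 °C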
CCHFV vOTU inh – blocks the CCHF virus ovarian tumor domain protease. AID 651958. CCHFV vOTU protease, Pep-AMC fluorescence. inhibition, % at 11.5 µM. hit rate 0.55% among 370,000; in the data active = inhibition above about 30%; note: 0% = vehicle wells with enzyme and 100% = no enzyme wells
BoNT F protease – inhibitors of Botulinum neurotoxin F light chain protease | Multiplex microsphere protease cleavage assay, flow cytometry | inhibition, % at 10 µM | hit rate 0.22% among 360,000 | AID 588497; in the data active = inhibition above about 35%, passing the limit was not always enough; inconclusive = no clear call, values can overlap the other calls; note: plate controls were buffer without enzyme for full effect and enzyme alone for no effect
PrPC surface inh – inhibitors of human cell surface prion protein PrPC; P04156; TR-FRET read-out; inhibition, % at 13.8 µM; hit rate 0.43% among 370,000; AID 720596; in the data active = inhibition above about 24%; note: 0% = median of the test wells and 100% = reference compound wells
TcdB inh – blocks C. difficile toxin B glycohydrolase activity | P18177 | TcdB glycohydrolase enzymatic assay, plate reader | inhibition, % at 9.99 µM | hit rate 0.24% among 350,000; in the data active = inhibition above about 10%
BoNT-A LC inh2 – BoNT A light chain protease inhibition; multiplex microsphere protease substrate cleavage, flow cytometry; inhibition, % at 10 µM; hit rate 0.17% among 360,000; note: plate controls were buffer without enzyme for full effect and enzyme alone for no effect
FadD28 FP inh – blocks FadD28 binding to the bisubstrate probe. inhibition, % at 12.5 µM. fluorescence polarization. hit rate 0.22% among 360,000; in the data active = inhibition above about 8.5%, passing the limit was not always enough; inconclusive = no clear call, values can overlap the other calls
Y pestis TopoI – inhibitors of Yersinia pestis topoisomerase I. Y. pestis Topo-I cleavage product accumulation, plate reader. activity, % at 10 µM. hit rate 0.064% among 360,000. AID 504884; in the data active = activity above about 50%, passing the limit was not always enough; inconclusive = no clear call, values can overlap the other calls; note: inactives centre near 2
Anthrax LF prot – anthrax lethal factor protease inhibition; P15917; multiplex microsphere protease cleavage assay, LF; inhibition, % at 10 µM; hit rate 0.12% among 360,000; note: plate controls were buffer without enzyme for full effect and enzyme alone for no effect
Starred values were filed as active, the others as inactive; ? = inconclusive; / = not tested or not shown; & = joins results of further samples. Cut-off read from the data, not from the text of the source, unless noted: active = inhibition above about 30%; inconclusive = no clear call, values can overlap the other calls; inactive = below that. Outcome played no part in choosing rows (roughly 2.3% active in at least one column).

canonical_smiles	PfHsp40 rescue	CCHFV vOTU inh	BoNT F protease	PrPC surface inh	TcdB inh	BoNT-A LC inh2	FadD28 FP inh	Y pestis TopoI	Anthrax LF prot
COc1ccc(NC(=O)CN(C)C(=O)C(Sc2ccccc2)c2ccccc2)cc1 (stereo not drawn)	1.3	10	-3	0	1.6	-0.5	-3.2	4	6
O=C(COC(=O)c1cccnc1Cl)Nc1nc(-c2ccccc2)cs1	1.1	-18	-4	5	/	0.7	-3.7	1	0
COC(=O)c1ccc(CN=C(NS(=O)(=O)c2ccccc2)c2ccccc2)cc1	1.0	10	-1	6	1.0	-0.1	-9.8	18	-4
Cc1ccccc1-c1csc(C(O)c2cccnc2)n1 (stereo not drawn)	/	-4	4	-2	0.5	-0.3	-1.3	1	-10
CCOc1ccccc1NC(=O)c1cc(C(=O)Nc2ccccc2OCC)cc(N2C(=O)CCC2=O)c1	-0.5	-12	2	7	0.2	-0.1	-1.5	31	4
Cc1ccc(C(=O)NCc2ccco2)cc1S(=O)(=O)Nc1cccc(C)c1C	0.9	-14	-4	5	/	0.3	-2.2	0	-1
CC(=O)Nc1nc2cc3c(cc2s1)OCCO3	-1.2	-2	-8	-5	0.1	-1.4	-0.7	-5	-17
CN1CCN(c2ccc(S(=O)(=O)N3CCCCC3)cc2N)CC1	-1.6	-3	-3	7	0.8	-0.1	-1.2	0	-4
CC1(C)CC2CC(C)(CN2C(=O)C23CCC(C)(C(=O)C2)C3(C)C)C1 (stereo not drawn)	0.3	-3	-12	8	/	-0.3	2.5	9	1
COc1ccc(NC(=O)CC2C(=O)NC3CCCCC3N2C(=O)c2ccc(F)cc2)cc1 (stereo not drawn)	1.1	12	5	2	0.0	2.8	-2.0	3	-1
CNC(=O)CSc1nc2ccccc2c(=O)n1C1CCCCC1	0.2	-11	?	-4	1.2	-1.1	-3.4	3	-2
Cn1c(C(=O)NCc2cccs2)cc2oc3ccccc3c21	16	2	-2	4	/	-0.5	-1.2	-8	-7
O=S(=O)(c1ccc(F)cc1)c1nc(-c2ccccc2)oc1N1CCOCC1	0.9	-4	-8	5	-2.3	-1.6	-2.6	10	-2
COc1cc(C(=S)NCc2ccccc2)cc(Br)c1O	4.1	8	5	5	-1.0	0.4	11*	-1	-13
CCNC(=S)N/N=C/c1ccc(-c2ccccc2)o1	1.5	-7	-10	-4	/	0.3	-2.4	3	-2
Cc1c(NC(=O)c2cc(-c3ccc(Cl)cc3)on2)c(=O)n(-c2ccccc2)n1C	-2.0	3	-8	-5	0.3	0.8	-0.7	17	-1
COc1ccc(Sc2ccc(/C=C3\C(=O)NN(c4ccccc4)C3=O)o2)cc1	0.4	-9	-4	0	/	-0.5	0.4	-8	-1
O=C(c1ccccc1F)N(NC(=O)C(O)(c1ccccc1)c1ccccc1)c1ccccc1	2.4	7	-3	8	/	0.1	1.7	8	0
Cc1cc(NC(=O)CCN2CCC(C)CC2)ccc1Br	0.6	4	16	-1	0.5	4.7	-0.5	-4	10
Cn1c(CNC(=O)c2ccco2)nnc1SCC(=O)c1ccc(F)cc1	0.2	5	-8	-4	-1.3	1.1	-3.5	4	1
C[C@H]1CN([C@@H](C)CO)C(=O)CCCn2nncc2CO[C@@H]1CN(C)Cc1cccc(C(=O)O)c1	/	-6	7	1	0.4&-0.7	0.1	-1.8	/	-3
O=C(Cc1ccccc1)Nc1ccc(NC(=O)c2ccco2)cc1	1.4	13	4	0	1.9	2.2	-0.1	5	-8
COc1ccccc1NS(=O)(=O)c1cc(NC(=O)c2cc(=O)[nH]c3ccccc23)ccc1N1CCOCC1	-0.6	14	-7	1	1.0	-0.1	-0.4	12	0
COc1ccccc1/C=N/NC(=O)c1csc(C)c1C	-1.4	6	3	-4	1.3	0.8	-4.1	2	0
O=C(c1[nH]c(C(F)(F)F)nc1-c1ccccc1)N1CCN(C(=O)C2CCCO2)CC1 (stereo not drawn)	/	-7	7	1	-1.6	0.5	-3.4	/	5
Cn1c(=O)c2[nH]c(SCCN3CCOCC3)nc2n(C)c1=S	1.6	25	-5	-5	1.3	0.1	-0.8	4	5
COc1cccc(CNC(=S)Nc2ccc3c(c2)c(=O)n(C)n3Cc2ccccc2)c1	/	-22	1	4	1.0	0.0	0.6	23	6
COc1ccc(CN2CCN(c3ccccn3)CC2)cc1OCc1ccccc1	0.6	18	-11	-2	/	-2.1	-1.3	?	-4
Cn1ncc(C#N)c1NC(=O)c1nn2cccnc2c1Cl	-0.6	-5	0	-10	-0.3	0.3	0.6	-6	-4
COc1cccc(C(=O)Nc2cccc(C(=O)NCC(C)C)c2)c1	-1.0	-1	22	6	/	1.8	-1.4	-7	-1

A second format for some results above:
O=C(c1[nH]c(C(F)(F)F)nc1-c1ccccc1)N1CCN(C(=O)C2CCCO2)CC1 (stereo not drawn)
  PfHsp40 rescue = / | CCHFV vOTU inh = -7 | BoNT F protease = 7 | PrPC surface inh = 1 | TcdB inh = -1.6 | BoNT-A LC inh2 = 0.5 | FadD28 FP inh = -3.4 | Y pestis TopoI = / | Anthrax LF prot = 5
Cn1c(=O)c2[nH]c(SCCN3CCOCC3)nc2n(C)c1=S
  PfHsp40 rescue = 1.6 | CCHFV vOTU inh = 25 | BoNT F protease = -5 | PrPC surface inh = -5 | TcdB inh = 1.3 | BoNT-A LC inh2 = 0.1 | FadD28 FP inh = -0.8 | Y pestis TopoI = 4 | Anthrax LF prot = 5
COc1cccc(CNC(=S)Nc2ccc3c(c2)c(=O)n(C)n3Cc2ccccc2)c1
  PfHsp40 rescue = / | CCHFV vOTU inh = -22 | BoNT F protease = 1 | PrPC surface inh = 4 | TcdB inh = 1.0 | BoNT-A LC inh2 = 0.0 | FadD28 FP inh = 0.6 | Y pestis TopoI = 23 | Anthrax LF prot = 6
COc1ccc(CN2CCN(c3ccccn3)CC2)cc1OCc1ccccc1
  PfHsp40 rescue = 0.6 | CCHFV vOTU inh = 18 | BoNT F protease = -11 | PrPC surface inh = -2 | TcdB inh = / | BoNT-A LC inh2 = -2.1 | FadD28 FP inh = -1.3 | Y pestis TopoI = ? | Anthrax LF prot = -4

New compounds follow
canonical_smiles	PfHsp40 rescue	CCHFV vOTU inh	BoNT F protease	PrPC surface inh	TcdB inh	BoNT-A LC inh2	FadD28 FP inh	Y pestis TopoI	Anthrax LF prot
O=C(OCC(=O)N1CCCC1=O)c1cc(S(=O)(=O)N2CCOCC2)ccc1F	0.3	-4	/	0	2.3	/	-2.4	-1	/
CN(C)CCCN(C(=O)c1ccc(S(=O)(=O)N(C)C)cc1)c1nc2ccc(F)cc2s1	-0.4	17	0	-7	0.2	0.0	-4.9	-10	-3
COc1ccccc1OCC(=O)Nc1ccc(S(=O)(=O)NC(C)=O)cc1	-0.5	23	-5	-4	/	-0.5	-4.9	13	2
Cc1ccc(S(=O)(=O)n2ccc3cccnc32)cc1	1.8	-1	3	1	/	-0.6	-0.3	5	0
O=C1OCC=C1NNC(=O)c1cccnc1	1.5	-6	-1	4	-0.7	-0.6	-1.6	-5	-4
O=C1CNC(=O)N1CC(=O)N1CCCc2ccccc21	0.0	-3	2	-2	1.0	?	-0.9	1	3
CC(C)(C)NC(=O)C(c1c[nH]c2ccccc12)N(C(=O)Cn1nnc(-c2ccc(Cl)cc2)n1)c1ccccc1F (stereo not drawn)	0.3	7	-2	-1	/	-0.7	-2.8	6	-1
Cc1ccc([C@H]2C[C@@H](n3cc(COC(=O)c4ccccc4)nn3)[C@H](O)CN2CC2CCCCC2)cc1	/	-3	-3	4	0.0	0.2	-1.5	7	2
CCCS(=O)(=O)NC(=O)C1(C)CCCN(C(=O)c2ccco2)C1 (stereo not drawn)	/	-14	-21	7	0.6	-0.8	-1.1	2	-6
CCCCNC(=O)CSc1nc(O)c(Cc2ccc(OC)cc2)c(=O)[nH]1	0.4	-11	2	2	0.0	-0.3	-1.6	-2	5
CCOc1ccc(N(CC)C(=O)CCS(=O)(=O)c2cccc3nonc23)cc1	0.2	-6	-2	-10	1.4	-0.7	-3.5	6	-2
O=C(Nc1ccncc1)c1cc(S(=O)(=O)N2CCCC2)ccc1Cl	-0.8	8	12	0	0.7	5.7	-2.3	-1	0
CCOC(=O)c1c(C)[nH]c(C(=O)COC(=O)/C=C/c2cccc(OC)c2OC)c1C	0.7	2	12	-4	3.3	2.7	-2.5	0	-3
CCC(=O)Nc1cccc(-c2cc3ccccc3oc2=O)c1	-0.6	-1	0	-26	0.8	-0.3	-4.0	-1	-2
COc1ccc2oc(-c3ccccc3)c(C(N)=O)c2c1	-0.2	-37	2	-5	/	0.7	-0.8	-3	-4
CCOC(=O)[C@H]1[C@H]2COc3ccc(C)cc3[C@@H]2N2C(=O)CN(Cc3ccc(C)cc3)C(=O)[C@@]12C	0.9	9	-6	1	0.4	0.4	-3.4	18	0
COc1cc(C(=O)NCc2nnc(SCC(=O)Nc3cc(C)cc(C)c3)o2)cc(OC)c1OC	-0.8	5	/	8	/	/	-2.3	8	/
CC(=O)CCn1cc([N+](=O)[O-])nc1C	0.2	-2	0	4	0.6	0.0	-3.8	-1	13
CC(=O)N1CCC2(CC1)C/C(=N\NC(=S)Nc1ccccc1F)c1cc(O)ccc1O2	-0.2	-11	-27	-25	-3.1	-3.9	-1.9	-5	-15
CC1=C(C(=O)N(C(C)C)C(C)C)CC(CC(=O)NCc2cccs2)C(=O)N1Cc1ccc(C(C)(C)C)cc1 (stereo not drawn)	/	25	-4	6	6.0	-0.3	-1.5	/	2
C#CCOC(=O)Nc1cnccc1C(F)(F)F	0.1	-14	3	-2	0.9	-0.7	-2.3	-1	-7
CCC(=O)OC1(C#CCOc2ccc(OC)cc2)CCN(C)CC1	-0.5	-13	17	1	/	0.9	-3.0	-10	0
COc1ccc(CN2CCC(CO)(CCOc3ccccc3)CC2)c(OC)c1C	-1.0	-1	-2	0	-0.8	-0.4	0.2	32	-3
CC(C)(C)NC(=O)COC(=O)c1ccccc1OCC(=O)Nc1ccc(Br)cc1	-0.3	19	-2	7	0.9	-0.1	-2.6	17	0
O=C(C1=C(O)C(=O)N(Cc2ccccc2)C1c1ccncc1)c1ccco1 (stereo not drawn)	1.2	9	-17	-8	/	0.8	2.2	0	-1
COc1cccc(NC(=O)CN(C)C(=O)c2cccnc2Nc2cccc(C(F)(F)F)c2)c1	299*	/	-4	/	/	-1.2	-5.1	-20	-9
COc1ccccc1CN1CC(C(=O)N2CCC(OC)CC2)CCC1=O (stereo not drawn)	4.1	4	-4	2	0.9	-0.4	0.6	0	8
COc1cccc(N2C(=NC(=O)c3ccccc3)SC3CS(=O)(=O)CC32)c1 (stereo not drawn)	-0.7	18	9	2	-4.7	2.6	-4.0	-7	1
CC1CCC/C(=N\NC(=O)Nc2ccccc2)C1 (stereo not drawn)	0.1	34*	-6	7	-7.1	-1.0	-0.6	-6	-4
O=C(NCC1CCCO1)c1cccnc1NCc1ccc(F)cc1 (stereo not drawn)	-0.1	2	1	3	-0.3	-0.3	-2.6	4	2
CCn1cc(C(=O)Nc2ncccc2O)c(=O)c2cc(F)c(N3CCN(C(=O)c4ccco4)CC3)cc21	1.0	2	1	3	0.8	0.2	-4.1	5	0
CCS(=O)(=O)N1CCCC(C(=O)NC2CCCCC2C)C1 (stereo not drawn)	-0.4	1	-2	-3	/	0.1	-0.5	3	-11
COc1ccc(CN(C(=O)c2cc(=O)c3cc(C)cc(C)c3o2)C2CCS(=O)(=O)C2)cc1 (stereo not drawn)	-0.2	-7	23	-1	0.9	-3.5	1.0	-2	17
